GAA glycogen mod: qHTS Assay for Inhibitors and Activators of Human alpha-Glucosidase Cleavage of Glycogen; recombinant GAA, glycogen substrate, Amplex Red glucose oxidase fluorescence; Potency, µM (doses to about 76.4 µM), for the others: at the top dose activity change, negative = inhibition, most hits filed as inhibitors; Lysosomal alpha-glucosidase (Homo sapiens), P10253; hit rate 0.38% among 300,000;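 note: 0% = full enzyme reaction and -100% = no-enzyme basal signal; the screen sought inhibitors and activators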
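Recombinant enzyme (4 nM final) with compounds titrated up to 77 uM and bovine liver glycogen (30 ug) in citrate pH 5.0, 0.01% Tween-20, 37 C 40 min. Released glucose detected by Amplex Red/glucose oxidase (Ex 573/Em 610); AC50 from Hill fits.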
GAA inh: qHTS Assay for Inhibitors of Human alpha-Glucosidase as a Potential Chaperone Treatment of Pompe Disease. purified human GAA, 4-MU-alpha-glucoside fluorescence. Potency, µM (top dose mostly 76.9 µM), for inactives: at the highest dose activity change, negative = inhibition, hits mostly inhibitors. AID 1466, 2008. hit rate 0.005% among 200,000;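 note: plate controls were uninhibited enzyme wells for no effect and no-enzyme background for full effect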
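Human alpha-glucosidase, 4 nM, pre-mixed with test compounds before 400 uM 4-methylumbelliferyl substrate; 20 min room temperature at pH 5.0. Fluorescence read after pH 10 stop; AC50 values from Hill-equation fits.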
Epigenetic reg: Quantitative High-Throughput Screen for Regulators of Epigenetic Control; murine LDR cells, GFP reporter derepression, 30 h; hit rate 0.2% among 280,000; Potency, µM (titrated, usually from 53.9 µM), inactives show top-dose GFP activation, usual class: activators; AID 1865, 2009; note: % of control where 0% means no effect; nearly all actives have a fitted effect of over 60% in size
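Readout is the number of GFP-expressing murine LDR cells, counted by cytometry following washing. Cells were treated with compound for 30 h at 37 C; the stably integrated CMV-GFP locus is normally silent.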
Tau fluor counter: Counterscreen qHTS for Inhibitors of Tau Fibril Formation, Fluorescence Polarization; tau K18 P301L (four-repeat tau fragment) Alexa594 fluorescence, heparin fibrillization; Potency, µM (top dose mostly 57.7 µM), inactives show at the highest dose activity change, negative = decrease; hit rate 0.93% among 280,000; AID 1463, 2008; note: % is set by controls: 0 for no effect and ±100 for the full control effect; nearly all actives have a fitted effect of over 55% in size
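Human K18 P301L tau (15 uM unlabeled plus 0.24 uM Alexa 594-labeled, final) in 100 mM sodium acetate pH 7 was mixed with compound and 20 uM heparin and incubated 6 hr at 37 C.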
NPSR antagonist: qHTS Assay for Antagonists of the Neuropeptide S Receptor: cAMP Signal Transduction | hit rate 1% among 220,000 | AID 1461, 2008 | Potency, µM (top dose mostly 38.3 µM), inactives show at the top dose activity change, negative = inhibition, most hits filed as inhibitors | CHO-NPSR cells, cAMP TR-FRET, antagonist mode; note: % is set by controls: 0 for no effect and ±100 for the full control effect; nearly all actives have a fitted effect of over 50% in size; many of its hits are not listed in these tables
GAA spleen mod: qHTS Assay for Inhibitors and Activators of Human alpha-Glucosidase From Spleen Homogenate; Lysosomal alpha-glucosidase (Homo sapiens), P10253; human spleen homogenate, 4-MU-alpha-glucoside fluorescence; Potency, µM (highest dose often 79.9 µM), for the others: at the top dose activity change, negative = inhibition, usual class: inhibitors; hit rate 0.006% among 240,000; AID 2112, 2009;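 note: 0% = enzyme with vehicle and -100% = no enzyme basal signal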
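Human spleen homogenate (1 ug) with 4-methylumbelliferyl-alpha-D-glucopyranoside (1 mM final) in 50 mM citrate/phosphate pH 5.0, 0.01% Tween-20; 40 min at 37 C. Stopped at pH 10; 4-MU fluorescence Ex 365/Em 440 nm; AC50 by Hill fit.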
GLA spleen mod: qHTS Assay for Inhibitors and Activators of Human alpha-Galactosidase From Spleen Homogenate. hit rate 0.008% among 240,000. human spleen homogenate, 4MU-alpha-Gal fluorescence, 40 min. Alpha-galactosidase A (Homo sapiens), P06280. AID 2107, 2009. Potency, µM (top dose mostly 80 µM), for inactives: at the highest dose activity change, negative = inhibition, actives largely listed as inhibitors;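 note: 0% = enzyme with vehicle and -100% = no enzyme basal signal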
Target sequence (P06280 32-429 limits assumed): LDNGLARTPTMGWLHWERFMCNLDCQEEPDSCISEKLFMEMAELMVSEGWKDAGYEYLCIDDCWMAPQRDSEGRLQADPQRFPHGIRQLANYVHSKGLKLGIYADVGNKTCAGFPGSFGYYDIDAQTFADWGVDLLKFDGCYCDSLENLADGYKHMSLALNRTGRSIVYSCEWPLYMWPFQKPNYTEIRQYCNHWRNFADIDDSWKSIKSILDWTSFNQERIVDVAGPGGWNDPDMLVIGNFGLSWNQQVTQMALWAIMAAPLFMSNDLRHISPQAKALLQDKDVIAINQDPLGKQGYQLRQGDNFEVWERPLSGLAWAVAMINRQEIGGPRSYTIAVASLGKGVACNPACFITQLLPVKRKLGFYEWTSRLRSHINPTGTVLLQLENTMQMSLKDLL
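qHTS titration in buffer at pH 5.0. Alpha-galactosidase activity in spleen homogenate was measured via 4-methylumbelliferone release from 1 mM fluorogenic substrate after 40 min at 37C and a pH 10 stop. AC50 came from Hill fits of control-normalized data.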
ALDH1A1 block: qHTS Assay for Inhibitors of Aldehyde Dehydrogenase 1 (ALDH1A1). Aldehyde dehydrogenase 1A1 (Homo sapiens), P00352. Purified ALDH1A1, NADH fluorescence, propionaldehyde substrate. Potency, µM (top dose mostly 75.3 µM), without a hit: at the highest dose activity, negative = inhibition, most hits filed as inhibitors. hit rate 7.3% among 220,000. AID 1030, 2008; active = well fitted inhibition curve with a large enough effect, not every such curve was filed as active; inconclusive = small, poorly fitted or top-dose-only effect, or another doubt; inactive = no such curve, though single readings can be large or run the other way;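 note: plate controls were no enzyme wells and a reference inhibitor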
Target sequence (P00352 whole entry, looked up): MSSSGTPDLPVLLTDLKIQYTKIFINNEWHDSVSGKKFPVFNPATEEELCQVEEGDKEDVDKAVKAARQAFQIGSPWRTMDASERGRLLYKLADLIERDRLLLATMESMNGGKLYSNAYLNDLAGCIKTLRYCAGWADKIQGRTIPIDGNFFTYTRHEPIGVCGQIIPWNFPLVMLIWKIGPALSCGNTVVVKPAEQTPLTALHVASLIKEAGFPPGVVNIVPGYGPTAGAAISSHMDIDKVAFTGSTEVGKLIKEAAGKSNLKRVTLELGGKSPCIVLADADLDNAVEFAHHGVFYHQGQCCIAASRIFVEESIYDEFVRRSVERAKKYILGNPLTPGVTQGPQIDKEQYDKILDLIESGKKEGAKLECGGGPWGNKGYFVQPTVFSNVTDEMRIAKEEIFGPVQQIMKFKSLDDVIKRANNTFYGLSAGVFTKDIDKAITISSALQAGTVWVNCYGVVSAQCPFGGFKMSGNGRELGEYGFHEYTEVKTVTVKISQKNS
* = called active by the depositor; ? = inconclusive; . = not tested or not shown; [ ] = remark or other dose. Unless noted, calls come from the whole dose curve; as a rule, active = well fitted curve in the direction sought with a large enough effect; inconclusive = small, poorly fitted or top-dose-only effect, or another doubt; inactive = no such curve, though single readings can be large; an effect the other way counts as inactive or inconclusive. Potency is the fitted concentration of half-maximal effect. Only part of the results is shown, so the mix of outcomes need not match the whole.

SMILES | GAA glycogen mod | GAA inh | Epigenetic reg | Tau fluor counter | NPSR antagonist | GAA spleen mod | GLA spleen mod | ALDH1A1 block
Cc1ccc(S(=O)(=O)N(c2cccc(C)c2)C2CCS(=O)(=O)C2)cc1 (stereo unspecified) | 3% | -1% | 3.6% | -3% | -9%[46.1 µM] | 2% | 9% | 0%
Cc1ccccc1C(=O)NC(=S)Nc1ccccc1N1CCCC1 | -23% | 0% | 2.1%[10.1 µM] | ? | -55% | 0% | -2% | 25µM*
O=C1c2ccccc2CN1CCNC(=S)NC1CCCCC1 | 1% | -5% | 0.0% | -12% | -4% | 0% | -4% | 5%
CCOC(=O)Nc1sc(C)c(C)c1C(=O)OCC | -13% | -1% | -1.8% | 1% | 6% | 5% | 6% | 0%
CC(C)C(=O)Nc1ccc2c(c1)nc(CCN1CCN(c3ccccc3)CC1)n2C | -2% | . | -1.4% | -6% | 5%[7.67 µM] | 1% | -2% | .
COc1cc(C(=O)OCC(=O)c2c[nH]c3ccccc23)ccc1OCC(=O)N1CCOCC1 | 4% | -2% | -3.9% | ? | -6%[46.1 µM] | 16% | 6% | ?
COC(=O)NC(CC(C)=O)c1ccco1 (stereo unspecified) | . | . | 1.1%[10.1 µM] | -14%[11.6 µM] | . | 5%[17.4 µM] | 17%[17.5 µM] | -5%[13.5 µM]
COc1ccc2c(=O)c(-c3ccc(OC)c(OC)c3)coc2c1 | 0% | . | -0.1% | -4% | -21% | 0% | 11% | -11%
Cc1ccccc1C(=O)NC1CCN(CC(=O)Nc2ccc3c(c2)OCCO3)CC1 | 0% | 3% | 1.1% | -15% | 7% | -15% | 7% | 3%
CCCCc1nc2ccccc2n1Cc1nnc2n1-c1ccccc1SC2 | 12% | 1% | 0.0% | -2% | 0%[46.1 µM] | 3% | 8% | 9%
O=C(COC(=O)c1sc2ccccc2c1Cl)NC1CCCCC1 | 1% | 8% | 0.1% | -6% | -5% | -3% | 1% | 7%
CCN(CC)S(=O)(=O)c1ccc(OCC(=O)NCc2ccco2)cc1 | 5% | . | 5.5% | -6% | 1% | 0% | 3% | .
O=C1CC(=Nc2ccccc2)NN1c1ccccc1 | ? | 2% | -1.1% | ? | -1%[46.1 µM] | -14% | 3% | 9%
CC(=O)O[C@H]1CSC[C@H]1NC(=O)c1ccccc1 | -7% | -7%[15.4 µM] | -1.7% | -13% | 11%[46.1 µM] | -2% | 3% | -10%
NNC(=O)CNC(=O)CNS(=O)(=O)c1ccccc1 | -1% | 4% | 0.0% | 8% | ? | 9% | 10% | 9%
CN(Cc1ccccc1)C1CC(=O)N(c2ccc(C(=O)O)cc2)C1=O (stereo unspecified) | 2% | -2% | 0.9% | -1% | -7%[46.1 µM] | -2% | -5% | 28µM*
Cc1ccc2[nH]c3c(NCc4ccco4)ncnc3c2c1 | -13% | -12% | -0.7% | -28% | -24%[46.1 µM] | -1% | 2% | ?
CCCCCCn1c(Br)nc2c1c(=O)n(C)c(=O)n2C | -5% | 6% | 1.1% | 3% | 19% | -1% | -13% | 1%
COc1ccc(OCc2ccc(-c3nc4ccccc4c(=O)n3N)o2)cc1 | 3% | -2% | -1.0% | -20% | -16%[46.1 µM] | -6% | 7% | -6%
CC1(C)O[C@@H]1COc1c2ccoc2cc2oc(=O)ccc12 | -1% | 4% | 1.6% | -5% | -2% | 1% | 10% | ?
CCOC(=O)c1ccc(Nc2ncnc3nc[nH]c23)cc1 | -6% | -2% | -1.0% | -8% | -13%[46.1 µM] | 6% | 1% | -14%
O=C(CCC(=O)c1cccs1)Nc1ccc(N2CCCCC2)cc1 | 0% | -13% | -2.4% | -26% | -18% | -7% | 4% | 0%
CCN(CC)C(=S)Nc1c(C)n(C)n(-c2ccccc2)c1=O | -8% | -9% | 0.6% | -4% | 10% | . | 3% | 3%
NC(=O)CC(NC(=O)Cc1ccc(Cl)cc1)c1ccc(NCc2ccccc2)c([N+](=O)[O-])c1 (stereo unspecified) | 2% | . | -3.2% | 8% | 4% | 8% | 4% | .
Cc1ccccc1-n1c(SC/C(O)=C(\C#N)c2nc3ccccc3[nH]2)nnc1-c1ccncc1 | -9% | -4% | 1.9% | -22% | 9%[7.67 µM] | -15% | 2% | ?
CCn1c(COc2ccccc2C)nnc1SCC(=O)Nc1ccc2c(c1)OCCO2 | 2% | 9% | 1.0% | -16% | -15%[46.1 µM] | -2% | -1% | 6%
CC(C)(C)C1CCC(=NNC(=O)c2ccccc2-n2cccc2)CC1 (stereo unspecified) | -13% | -3% | 0.0% | -1% | -8%[46.1 µM] | 9% | 11% | 5µM*
COc1cccc(CC(NC(C)=O)C(=O)NC2CCN(c3c(Cc4ccccc4)c(C)nc4ncnn34)CC2)c1 (stereo unspecified) | -5% | 4% | 4.8% | 7% | 3% | -1% | -9% | -3%
CC(C)C(=O)Nc1cccc(-c2cnc3ccccc3n2)c1 | -9% | -2% | 2.8% | -18% | -3%[46.1 µM] | -2% | -5% | -6%
CCOC(=O)c1c(NC(=O)C2CC2)sc2c1CC(C)(C)OC2 | 0% | . | -5.6% | 3% | -21% | 2% | 5% | .
CC(=O)Nc1ccc(C(=O)OCC(=O)c2cccc([N+](=O)[O-])c2)cc1 | 1% | 3% | 1.6% | -22% | -6% | -13% | -6% | 10%
Cc1nn(CCN)c(C)c1Cl | -5% | 12% | 3.8% | -1% | 1% | -4% | -8% | 16%
O=C(c1ccc(C#CC2(O)CCCCC2)cc1)N1CCOCC1 | -3% | -3% | 0.0% | 9% | -2%[46.1 µM] | 0% | 5% | -11%
COC(=O)c1ccc(CN(c2ccc(C)cc2)S(=O)(=O)c2ccc3c(c2)OCCO3)o1 | -9% | ? | -1.1% | -21% | -20%[46.1 µM] | -12% | -14% | ?
N/C(=N\OS(=O)(=O)c1ccc(Br)cc1)c1ccncc1 | 9% | 0% | -0.9% | -13% | 5%[46.1 µM] | 3% | 3% | -7%
Cc1ccc(N/C(N)=N/c2nc(C)cc(C)n2)cc1 | -1% | -14% | 0.2% | -2% | 2% | -23% | -1% | 10%
CCC(C)NC(=O)CNC(=S)N(Cc1ccccc1)Cc1cccnc1 (stereo unspecified) | 16% | -1% | -0.9% | -6% | 9% | 1% | 0% | ?
Cc1cc(NC(=O)c2cc(-c3cccs3)on2)nn1Cc1ccc(Cl)cc1 | 8% | -3% | -1.2% | -14% | -34%[46.1 µM] | -12% | -7% | ?
CCc1ccc(Nc2nnc(SC3CCOC3=O)s2)cc1 (stereo unspecified) | 8% | 6% | ? | -19% | 7% | -6% | -9% | ?
Cc1ccc2nc(-c3cccnc3SCC(=O)N3c4ccccc4CC3C)[nH]c2c1 (stereo unspecified) | 6% | 0% | -7.0% | ? | -3%[46.1 µM] | -7% | -5% | ?
Cc1cc(C)c([N+](=O)[O-])cc1NC(=O)CCSc1ccccc1Cl | 9% | -2% | 1.0% | ? | 2% | 2% | 1% | 11%
CCC(C)(C#CCN1CCCCC1)OCCC#N (stereo unspecified) | -1% | 2% | -5.0% | 3% | 14% | 0% | -2% | ?
CCN(CC)S(=O)(=O)c1c(Br)cc(C)cc1Br | 3% | -1% | 1.6% | -14% | -20%[46.1 µM] | -3% | 0% | 7%
CN(C(=S)NC(=O)c1ccc(Br)o1)c1ccccc1 | -10% | -1% | -0.4% | 9% | 10% | 1% | 6% | -14%
CC(C)CNC(=O)c1cccc(NC(=O)c2ccc(NC(=O)c3ccco3)cc2)c1 | -1% | 0% | 0.0% | -7% | -5%[46.1 µM] | 0% | -4% | 2%
COc1ccc2[nH]c(=O)c(CN(C(=O)c3ccccn3)C3CCCCC3)cc2c1 | 3% | 11% | 1.6% | -2% | ? | -12% | 6% | ?
COc1ccc(S(=O)(=O)Nc2ccc3c(c2)OCO3)cc1OC | -13% | -2% | 0.0% | -19% | -2%[46.1 µM] | -7% | -1% | ?
COc1ccccc1CNC(=O)c1cccc(-c2ccccc2OC)n1 | . | . | -1.2% | -8%[81.3 µM] | . | 4%[119 µM] | 7%[119 µM] | 32µM*
COc1ccc(N(CC(=O)N/N=C/c2cccs2)S(=O)(=O)c2ccccc2)cc1 | -3% | -7% | -1.5% | -20% | -48% | -4% | -5% | -3%
CN(C)S(=O)(=O)c1ccc(Nc2ccc(-c3ccc4c(c3)OCCO4)nn2)cc1 | -4% | -2% | 0.9% | ? | ? | 2% | 9% | ?

The last two entries of the section before lead into the next:
SMILES | GAA glycogen mod | GAA inh | Epigenetic reg | Tau fluor counter | NPSR antagonist | GAA spleen mod | GLA spleen mod | ALDH1A1 block
COc1ccc(N(CC(=O)N/N=C/c2cccs2)S(=O)(=O)c2ccccc2)cc1 | -3% | -7% | -1.5% | -20% | -48% | -4% | -5% | -3%
CN(C)S(=O)(=O)c1ccc(Nc2ccc(-c3ccc4c(c3)OCCO4)nn2)cc1 | -4% | -2% | 0.9% | ? | ? | 2% | 9% | ?
CN=c1scc(C)n1/N=C/c1ccc2c(c1)OCO2 | -3% | -6% | -1.0% | ? | -19%[46.1 µM] | -1% | -12% | 0%
Cn1c(=O)c2[nH]c(-c3cccnc3)nc2n(C)c1=O | -12% | 1% | -1.7% | 7% | -8%[46.1 µM] | 10% | 14% | ?
COCCCNS(=O)(=O)c1ccc(C)cc1 | 3% | 1% | 1.1% | -11% | -23% | 4% | -1% | 0%
CCn1c(-c2ccccc2)ccc(C#N)c1=O | -11% | -9% | -0.9% | -17% | 0%[46.1 µM] | -3% | -3% | -8%
CCn1c(C)nc2cc(OC)ccc21 | 1% | 1% | -2.3% | -1% | 18% | 9% | -3% | -9%

Three entries from above, ordered by the value under ALDH1A1 block, largest number first:
SMILES	ALDH1A1 block
COCCCNS(=O)(=O)c1ccc(C)cc1	0%
CCn1c(-c2ccccc2)ccc(C#N)c1=O	-8%
CCn1c(C)nc2cc(OC)ccc21	-9%

From PubChem BioAssay
